Screens deposited in PubChem by several laboratories.
SKN-1 inh = suppressors of acrylamide-induced Pgst-4::GFP reporter in worms, primary screen, SKN-1 inhibitor project, whole organism, uHTS, GFP/RFP fluorescence ratio, strain VP596 | C. elegans VP596 Pgst-4::GFP/RFP ratio, 24 h | inhibition, % at 21.8 µM | actives 0.49% (n = 360,000);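 active = interference check ratio from 0.5 to 1.5 plus GFP to RFP signal ratio inhibition reaching or exceeding a fixed threshold, cut at about 30% in these data, passing the limit was not always enough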; also: some compounds called inactive have numbers as strong as hits
CendR NRP1 mod = modulators of CendR peptide binding to NRP-1, primary screen, biochemical, fluorescence polarization, uHTS. actives 0.85% (n = 360,000). inhibition, % at 25 µM. FAM-RPARPAR peptide binding to NRP-1;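 active = inhibition or corrected inhibition above about 18%, plus a signal ratio from 0.5 to 1.5, limit read from the data, passing the limit was not always enough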; also: strong numbers were not always called active
Target sequence (O14786 whole entry, looked up): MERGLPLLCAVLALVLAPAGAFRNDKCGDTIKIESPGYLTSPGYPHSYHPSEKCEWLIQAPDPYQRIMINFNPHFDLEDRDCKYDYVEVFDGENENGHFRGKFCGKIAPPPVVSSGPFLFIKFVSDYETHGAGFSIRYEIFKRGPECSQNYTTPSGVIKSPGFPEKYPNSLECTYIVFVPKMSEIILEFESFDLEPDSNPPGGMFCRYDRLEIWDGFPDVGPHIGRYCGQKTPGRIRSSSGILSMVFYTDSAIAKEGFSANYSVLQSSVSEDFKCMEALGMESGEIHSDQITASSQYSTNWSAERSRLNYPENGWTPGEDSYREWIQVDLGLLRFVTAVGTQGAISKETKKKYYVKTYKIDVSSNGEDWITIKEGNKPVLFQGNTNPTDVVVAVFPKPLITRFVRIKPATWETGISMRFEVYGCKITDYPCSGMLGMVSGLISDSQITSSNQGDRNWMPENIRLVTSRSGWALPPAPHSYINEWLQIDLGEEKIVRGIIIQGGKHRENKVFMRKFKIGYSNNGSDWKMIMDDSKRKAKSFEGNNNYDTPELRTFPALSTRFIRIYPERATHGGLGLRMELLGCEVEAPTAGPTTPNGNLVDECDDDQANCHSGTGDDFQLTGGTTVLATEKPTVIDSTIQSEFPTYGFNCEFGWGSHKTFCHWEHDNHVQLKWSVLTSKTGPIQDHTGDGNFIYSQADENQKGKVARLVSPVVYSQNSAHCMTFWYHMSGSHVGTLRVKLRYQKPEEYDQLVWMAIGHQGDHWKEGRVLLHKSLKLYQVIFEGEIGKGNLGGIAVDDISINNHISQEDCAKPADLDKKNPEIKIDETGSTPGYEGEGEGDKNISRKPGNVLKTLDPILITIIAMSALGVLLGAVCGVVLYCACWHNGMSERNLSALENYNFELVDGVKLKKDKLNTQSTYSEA
Neddylation inh = inhibitors of cullin neddylation, primary screen, biochemical, TR-FRET, uHTS, NAE and Ubc12; calls only at 25 µM; actives 0.58% (n = 360,000); AID 651699, 2012; in the data active = inhibition above about 36%
FAS-TE inh = FAS thioesterase domain inhibitors, primary screen, biochemical, fluorescence intensity, uHTS | inhibition, % at 15 µM | recombinant FAS-TE, OMFH fluorogenic substrate, fluorescence endpoint | Fatty acid synthase (Homo sapiens), P49327 | actives 0.67% (n = 360,000);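 active = compounds whose normalised, plate-corrected inhibition of enzyme fluorescence in the single-dose primary screen is 50% or more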;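 also: 0% = DMSO with enzyme and 100% = substrate without enzyme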
MT1-MMP act inh = blockers of MT1-MMP proenzyme processing, primary screen, HT1080 RFP-PRO-GFP cells, GFP/RFP fluorescence; GFP/RFP ratio fluorescence, overnight; percent of plate control window, DMSO zero; GFP/RFP ratio change, % at 20 µM; actives 0.061% (n = 360,000);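 active = GFP/RFP ratio change of at least 30% with cell ATP level not reduced by more than half and red fluorescence within 50% of control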; also: strong numbers were not always called active
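Material: RFP-PRO-GFP reporter HT1080 cells. Dosing: single-point 20 µM compound, 1% DMSO. Controls: DMSO and RFP-L50D-GFP cell wells. Timing: cells overnight before dosing, compound overnight, 37 °C, 5% CO2. Measure: GFP/RFP fluorescence ratio.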
E coli Lon inh = inhibitors of E. coli Lon protease, primary screen, biochemical, fluorescence polarization; actives 0.42% (n = 360,000); purified E. coli Lon protease; inhibition, % at 7.94 µM; AID 602123, 2011; P0A9M0; in the data active = inhibition above about 13%, passing the limit was not always enough;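 also: 0% = enzyme with probe and DMSO and 100% = no enzyme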
MsrA act = bovine MsrA enzyme activators, primary screen, biochemical, absorbance, HTS. Methionine sulfoxide reductase A (Bos taurus). purified bovine MsrA, absorbance read-out. activation, % at 10.6 µM. actives 0.3% (n = 360,000); in the data active = activation above about 7.5%;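 also: 0% = vehicle and 100% = reference activator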
MsrA inhibitor = bovine MsrA enzyme inhibitors, primary screen, biochemical, absorbance, HTS; Methionine sulfoxide reductase A (Bos taurus); purified bovine MsrA, absorbance read-out; inhibition, % at 15.5 µM; actives 0.75% (n = 360,000); AID 651718, 2012; in the data active = inhibition above about 4.5%;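 also: 0% = vehicle wells with enzyme and 100% = reference inhibitor wells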
Rin1-Abl PPI inh = inhibitors of Rin1-Abl protein binding, primary screen, biochemical, TR-FRET | Tyrosine-protein kinase ABL1 (Homo sapiens) + Ras and Rab interactor 1 (Homo sapiens), … | inhibition, % at 7.35 µM | actives 0.4% (n = 360,000); in the data active = inhibition above about 5%, passing the limit was not always enough
* hit, by the source's call; i = inactive; / = not tested or not shown.

structure	SKN-1 inh	CendR NRP1 mod	Neddylation inh	FAS-TE inh	MT1-MMP act inh	E coli Lon inh	MsrA act	MsrA inhibitor	Rin1-Abl PPI inh
N=c1sccn1CC(=O)Nc1ccccc1Cc1ccccc1	-6	-16	i	-28	0	-9	-3	0.5	4
CC(=O)Oc1ccc(Cn2c(C)c(C(=O)NCc3ccc4c(c3)OCCO4)sc2=O)cc1	-8	3	i	5	7	1	0	1.7	1
COc1ccccc1N1CCN(S(=O)(=O)c2ccc3c(c2)NC(=O)CS3)CC1	13	12	i	9	3	-5	1	-0.8	0
CCn1c(/C=N/n2cnnc2)nc2ccccc21	1	-4	/	-8	-5	-4	-6	3.2	0
O=c1c(Cc2ccc(Cl)cc2)c(O)ccn1Cc1cccs1	2	2	i	-3	-6	-1	-11	1.0	-3
COc1ccc(NC(=O)CCN2CCN(S(=O)(=O)c3ccc(Cl)cc3)CC2)cc1	1	6	i	2	4	1	-3	0.1	1
O=C(c1cn2ccccc2n1)N1CCc2c([nH]c3ccccc23)C1c1ccccn1 (centres undefined)	2	-1	i	12	-1	3	-1	0.1	-1
CCc1nnc(NC(=O)CSc2nncc(=O)n2N)s1	-16	13	i	-6	8	10	-12	-1.0	5
CC1(C(=O)O)CCN1C(=O)c1cccc(C(F)(F)F)c1 (centres undefined)	-1	10	i	-4	-3	-6	-1	0.8	-2
Cc1ccnc2nc(C(=O)N3CCN(c4ccc(F)cc4)CC3)nn12	8	-4	i	-8	1	-1	-3	-0.3	4
CCN(C(=O)c1ccco1)c1nc(CC(=O)Nc2ccc(Cl)cc2)cs1	5	0	i	15	4	-5	-2	0.4	1
CC(NC(=O)c1cc2ccccc2o1)C(=O)O (centres undefined)	-1	-1	i	-5	0	-9	-2	-0.5	3
Cc1ccc(NC(=O)c2ccccn2)cc1S(=O)(=O)N1CCOCC1	10	-12	i	-8	3	-7	-4	-0.9	0
COc1ccc(CC(=O)NC2CC(C)(C)NC(C)(C)C2)cc1	-14	16	i	-8	3	0	1	0.6	1
COc1cc(OC)c(C(=O)NNC(=O)c2ccc(NS(=O)(=O)c3cccs3)cc2)cc1OC	14	2	i	-8	4	-10	-1	-0.3	4
Cc1ccc(Oc2ccccc2/C=C/C(=O)O)cc1	25	6	i	-9	0	-6	-5	1.0	-2
Cc1cc(OCc2nc(-c3cccnc3)no2)c(C)cc1Br	-6	0	i	-7	0	-4	-1	-0.5	0
N#CC(=C1Nc2ccccc2N1)S(=O)(=O)c1ccccc1	0	4	i	-5	-2	-3	-2	-0.7	9.5*
N#Cc1ccc(OCC(=O)NCCc2ccccn2)cc1	-35	-5	i	-10	-5	-5	-16	-0.2	2
Cc1ccc(N=Cc2c(O)n(-c3cc(Cl)ccc3N3CCOCC3)c(=O)c3ccccc23)cc1C	0	-18	i	39	-11	-7	-3	0.0	-2
CCOC(=O)c1ccc(N2CN=C3SCC(=O)N3C2)cc1	-8	3	i	-3	7	1	-1	-0.8	-4
O=C(NCc1ccccc1)C1=C[C@H](c2ccccc2)C[C@H](OCc2ccc(CO)cc2)O1	3	-12	i	8	2	-8	-1	0.2	3
CCn1cc(S(=O)(=O)c2ccc(C)cc2)c(=O)c2cc(OC)ccc21	4	2	i	42	-3	2	-4	1.6	1
OCCn1c(C(F)(F)F)nc2ccccc21	5	2	i	-9	-6	-1	0	-1.6	-1
CCOC(=O)c1ccccc1NC(=O)COC(=O)CC1CCCCC1	-17	3	i	26	0	-6	-2	-0.1	2
CCCCNC(=O)CC1SC(=NCC)N(CC)C1=O (centres undefined)	-15	-6	i	-6	1	2	-2	0.1	1
Cc1nc(SCC(=O)N2CCOCC2)c2c(=O)n(C)c(=O)n(C)c2n1	-1	-13	i	-4	-3	-5	-6	0.5	1
CCOC(=O)c1nc(C)[nH]c1C(=O)OCC	10	3	i	-9	1	5	-3	0.8	-1
Clc1ccc(-c2nnc(-c3ccco3)o2)cc1	74*	13	/	-3	0	-9	-4	-0.7	-3
CC1=C(C(=O)NC(C)c2ccc3c(c2)OCCO3)C2(CCC(C)CC2)OC1=O (centres undefined)	3	-8	i	2	7	-3	4	-1.2	-4

Quoted from the listing:
E coli Lon inh with N#Cc1ccc(OCC(=O)NCCc2ccccn2)cc1 is entered as -5
SKN-1 inh with Cc1ccc(NC(=O)c2ccccn2)cc1S(=O)(=O)N1CCOCC1 is entered as 10

(more compounds)
structure	SKN-1 inh	CendR NRP1 mod	Neddylation inh	FAS-TE inh	MT1-MMP act inh	E coli Lon inh	MsrA act	MsrA inhibitor	Rin1-Abl PPI inh
Cc1cc(NC(=O)c2cccnc2Cl)ccc1NC(=O)c1cc2ccccc2o1	21	16	/	-3	5	1	-4	-0.4	-2
O=C(CCCSc1nc2ccccc2[nH]1)NCc1ccccc1	5	-7	i	-12	-4	2	-2	0.1	1
Oc1ccccc1N1CCN(c2ncccn2)CC1	20	3	i	-10	-3	10	-1	1.1	-4
NC(=O)C1CCN(C(=O)c2ccc3c(=O)n(Cc4ccco4)c(SCc4ccc([N+](=O)[O-])cc4)nc3c2)CC1	-13	24	i	21	-8	2	-14	-1.1	1
COC(=O)c1cc2sc(Cl)cc2n1Cc1nc(-c2ccccc2)oc1C	4	2	i	25	0	0	-4	0.4	2
COc1cccc(CNC(=O)c2ccc(COc3ccccc3)cc2)c1	0	2	i	13	6	-5	-6	-0.5	0
CC(C)CCn1cnc2c(cnn2-c2ccc(F)cc2)c1=O	3	1	i	-2	4	1	-3	-0.2	-2
CC(C)=CCC/C(C)=C/C(=O)O	2	-1	i	-9	-43	-8	-7	0.8	-1
Cc1ccc(S(=O)(=O)N2CCC(C(=O)OCC(=O)N(Cc3ccccc3)C(C)C)CC2)cc1C	-3	-11	i	20	2	1	-2	1.3	2
Cc1cccc(C)c1OCc1cc(C(=O)N(C)Cc2nc3ccccc3[nH]2)no1	-3	11	i	9	-16	-5	-4	-1.6	1
C[C@H]1CN([C@@H](C)CO)C(=O)CCCn2nncc2CO[C@H]1CN(C)C(=O)Nc1ccnc(N2CCOCC2)c1	-4	2	i	-7	/	1	-1	0.9	-2
Cc1cc(Br)ccc1OCCCCNC(C)(C)C	12	-30	i	-4	4	1	-3	-1.7	3
O=c1[nH]c(SCc2cccc(Cl)c2)nc2[nH]ncc12	5	-7	i	-15	5	4	-7	1.2	4
C/C(=N\NC(=O)CSc1nnc(C)s1)c1ccc(O)cc1	11	7	i	-7	4	0	-4	0.2	2
O=C(C1CCC(=O)N(C2CC2)C1)N(CCO)Cc1ccccc1 (centres undefined)	-3	0	i	-6	-1	47*	-2	0.3	0
COCCN(C(=O)Cc1cccs1)C(C(=O)NC1CCCC1)c1cc(OC)c(OC)c(OC)c1 (centres undefined)	6	-7	i	0	5	-4	-4	1.9	2
CC(=O)C1=C(O)C(=O)N(c2nnn(C)n2)C1c1cccs1 (centres undefined)	-7	0	i	-2	1	-6	-6	2.8	2
O=C(Nc1ccccc1)SC1CCCCC1	22	14	i	15	1	2	-4	0.8	0
COc1ccc(CNC(=O)CN(C(=O)c2ccc(CN3CCOCC3)o2)C2CCCC2)cc1	17	18	i	-6	-7	-6	-1	0.9	-2
CC1NC(=O)c2cccnc2-n2c1nc1ccccc1c2=O (centres undefined)	-2	2	i	-10	-1	-6	-8	-0.6	1
O=C(NC1CCCCC1)c1ccc(S(=O)(=O)N2CCCC2)cc1	-4	3	i	-6	9	2	-12	-0.4	3
COc1ccc(OC)c(S(=O)(=O)N2Cc3ccccc3CC2C(=O)Nc2nccs2)c1 (centres undefined)	-5	8	i	9	-6	-6	-3	-0.9	1
Cn1c(=O)c2c(-c3ccccc3)n(-c3ccccc3O)cc2n(C)c1=O	0	-4	i	-10	-2	6	-5	0.2	3
CCCC#Cc1ccc2c(c1)O[C@@H](CN(C)Cc1ccc3c(c1)OCO3)[C@H](C)CN([C@@H](C)CO)S2(=O)=O	6	-12	i	23	-11	2	-6	1.6	1
CCOc1ccccc1NC(=O)CC1Nc2ccccc2NC1=O (centres undefined)	-4	-12	i	8	3	-5	-10	0.9	1
O=C(Nc1ccc(O)cc1)N1CCOCC1	9	5	i	-8	1	-11	0	-1.1	-1
Nc1nnnn1/N=C/c1ccc(F)cc1	3	4	i	-5	-1	-2	-2	-1.2	3
COc1ccccc1NC(=O)CN(Cc1ccco1)C(=O)c1cccs1	-14	-10	i	-5	3	9	2	-1.7	-2
CCOC(=O)[C@]12CCC=C1N(Cc1ccc3c(c1)OCO3)C(=O)[C@H](CC(=O)NCCCN1CCCC1=O)C2	-9	6	i	-13	8	-8	-2	0.4	/
CCC1(c2ccc(F)cc2)NC(=O)N(CC(=O)N(C)C2CCS(=O)(=O)C2)C1=O (centres undefined)	-1	-17	i	-8	-1	-3	-3	-0.1	-1

2 records picked at random from those above, as already listed:
structure	SKN-1 inh	CendR NRP1 mod	Neddylation inh	FAS-TE inh	MT1-MMP act inh	E coli Lon inh	MsrA act	MsrA inhibitor	Rin1-Abl PPI inh
O=C(NCc1ccccc1)C1=C[C@H](c2ccccc2)C[C@H](OCc2ccc(CO)cc2)O1	3	-12	i	8	2	-8	-1	0.2	3
OCCn1c(C(F)(F)F)nc2ccccc21	5	2	i	-9	-6	-1	0	-1.6	-1

Remaining list, next part
structure	SKN-1 inh	CendR NRP1 mod	Neddylation inh	FAS-TE inh	MT1-MMP act inh	E coli Lon inh	MsrA act	MsrA inhibitor	Rin1-Abl PPI inh
CCCNC(=O)c1ccc2c(=O)c(O)c(-c3ccc(Cl)c([N+](=O)[O-])c3)[nH]c2c1	-1	7	i	-2	20	14	-5	1.0	0
CC1(c2cccc(Br)c2)NC(=O)N(CC(=O)NCCC2=CCCCC2)C1=O (centres undefined)	-12	7	i	9	5	3	-4	0.9	4
CCOCc1nnc(NC(=O)C2CC(=O)N(CCc3ccc(F)cc3)C2)s1 (centres undefined)	10	2	i	-5	2	9	-2	-0.2	3
Cc1csc(=O)n1CCC(=O)OC(C)C(=O)Nc1ccc(N2CCOCC2)cc1 (centres undefined)	-21	12	i	-1	2	-13	-3	-0.3	4
Clc1cccc(C2Nc3cccc4cccc(c34)N2)c1	3	16	i	25	-6	-1	-6	-0.8	1
COc1cc(C(=O)NNC(=S)NC(=O)c2ccc3c(c2)OCO3)cc(OC)c1OC	6	-9	i	0	2	9	-2	2.4	-2
O=C(Cc1c(F)cccc1Cl)Nc1ccc(-n2cnnn2)cc1	2	1	i	2	-1	6	-1	-0.9	1
CCCCCCN1N=C(C)C(C(=O)c2ccc(Cl)cc2)C1=O (centres undefined)	-1	-1	i	-3	4	-4	-12	1.1	0
CCCOc1ccc(OCCOCCNCc2ccccc2)cc1	5	8	i	-10	-12	1	-4	-1.1	-4
Cc1ccc(-c2csc(N(Cc3ccco3)C(=O)c3cccs3)n2)cc1	6	-1	i	29	-5	-1	0	1.1	0
COc1ccc(C(OCC(O)CN2CCC(O)CC2)c2ccc(OC)cc2)cc1 (centres undefined)	9	-5	i	-3	3	0	-3	1.5	0
CC(=O)c1ccc(NC(=O)c2sc3nc(C)c(C)c(C)c3c2N)cc1	-7	-16	i	0	-3	-1	-4	1.0	-4
[N-]=[N+]=CC(=O)CNC(=O)[C@@H](Cc1ccccc1)N1C(=O)c2ccccc2C1=O	2	8	i	-4	-2	0	-10	0.0	1

Compounds were not picked by outcome; about 4.2% have a hit in one of these screens.
